Cav3 T inh: human Cav3.2 channel inhibition, primary screen. O95180. Cav3.2-expressing cells, Fluo-4 calcium fluorescence FDSS; active compounds read low. B-score at 10 µM. 4% of 100,000 active;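 active = single-dose well whose peak fluorescence ratio is a statistical outlier from its plate by either plate-standardised score or position-corrected B-score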
* = called active by the depositor.

SMILES,Cav3 T inh
Clc1ccc(CSc2nnc(-c3c[nH]c4ccccc34)o2)cc1,0.56
O=S(=O)(NCc1cccnc1)c1cccc2cccnc12,0.014
CC(=O)Nc1cccc(N(C)S(C)(=O)=O)c1,-0.15
CC1OC(Oc2c(-c3cc(O)c(O)c(O)c3)oc3cc(O)cc(O)c3c2=O)C(O)C(O)C1O (stereo unspecified),-0.059
Nc1nc(SCC(=O)NCCCO)nc2sc3c(c12)CCC3,-0.8
O=C(Cn1nc(Cc2cccnc2)c2ccccc2c1=O)N1CCN(c2ccccn2)CC1,-3.3*
COc1ccc(Nc2cc(C(=O)NCCCN3CCOCC3)c3ccccc3n2)cc1OC,1.5
COc1ccc(CNC(=O)C2CCCN2S(=O)(=O)c2ccc(Cl)cc2)cc1 (stereo unspecified),0.99
Cc1cc(C)c(S(=O)(=O)N2CCN(c3ccc([N+](=O)[O-])c(-n4nc(C)cc4C)c3)CC2)c(C)c1,-0.36
COc1ccc2nc3c(c(-c4ccccc4)c2c1)CCC3,-1.8
CCCCCc1cc(=O)oc2c(C(CCN3CCCCC3)c3cc(OC)c(OC)c(OC)c3)c(OC)cc(OC)c12 (stereo unspecified),-0.47
COc1ccc(CCNC(=O)CCn2c(SCC#N)nc3ccccc3c2=O)cc1OC,0.21
CC(Cc1cccs1)NC(=O)Nc1ccccc1 (stereo unspecified),0.42
Cc1ccc(C(C(=O)NC(C)(C)C)N(Cc2ccco2)C(=O)Cn2nnc(-c3cccs3)n2)cc1 (stereo unspecified),0.097
Cc1cccc(-c2nc3c(c(SCC(N)=O)n2)CCCC3)c1,-0.93
CCOC(=O)c1c(C)c(C(=O)O)n(C)c1C,-0.019
COc1ccc(CNC(=O)C2CC(c3ccc(OC)cc3)=NO2)cc1 (stereo unspecified),-2.6
Cn1c(CNc2ccccc2)nc2ccccc21,-0.0078
Cc1noc(C(=O)Nc2c(C)nn(Cc3ccccc3)c2C)c1Cl,-1.9
Cc1nc(-c2ccccc2)sc1-c1nc(-c2ccccc2)ncc1S(=O)(=O)c1ccccc1,-3.6

Molecules listed so far that have two or more sulfur atoms:
SMILES,Cav3 T inh
Nc1nc(SCC(=O)NCCCO)nc2sc3c(c12)CCC3,-0.8
Cc1nc(-c2ccccc2)sc1-c1nc(-c2ccccc2)ncc1S(=O)(=O)c1ccccc1,-3.6

Nothing new here: an excerpt of the list.
SMILES,Cav3 T inh
Nc1nc(SCC(=O)NCCCO)nc2sc3c(c12)CCC3,-0.8
O=C(Cn1nc(Cc2cccnc2)c2ccccc2c1=O)N1CCN(c2ccccn2)CC1,-3.3*
COc1ccc(Nc2cc(C(=O)NCCCN3CCOCC3)c3ccccc3n2)cc1OC,1.5
COc1ccc(CNC(=O)C2CCCN2S(=O)(=O)c2ccc(Cl)cc2)cc1 (stereo unspecified),0.99

Next records follow.
SMILES,Cav3 T inh
Cc1cc(=O)n(C)c(=O)n1CC(=O)N1CCCCCC1,0.071
COCCCNC(=S)NCCCNc1nc2cc3c(cc2cc1C#N)OCO3,0.32
Cc1ccc(C(=O)CSc2nnc(-c3cccnc3)n2N)cc1,0.21
Cc1[nH]c2c(C)cccc2c(=O)c1Br,0.61
COC(=O)c1ccc(C2=NOC(C)(c3sc(-c4ccc(Cl)cc4)nc3C)C2)cc1 (stereo unspecified),-1.2
O=C1CSC(c2ccc(Cl)cc2)N1 (stereo unspecified),0.23
COc1ccc(-n2c(O)c(Cc3ccccc3)c(=O)n3nc(-c4ccccc4)c(=O)cc23)cc1,0.85
COc1ccc(-c2csc(=Nc3c(C)n(C)n(-c4ccccc4)c3=O)n2C(C)(C)C)cc1,0.54
CCOC(=O)c1cccc(NC(=O)CSc2nnnn2CC)c1,0.37
Cc1ccccc1NC(=S)NC(NC(=O)N(C)C)C(Cl)(Cl)Cl (stereo unspecified),-0.0011
O=c1c(OC2OC(CO)C(O)C(O)C2OC2OC(CO)C(O)C(O)C2OC2OC(CO)C(O)C(O)C2O)c(-c2ccc(O)c(O)c2)oc2cc(O)cc(O)c12 (stereo unspecified),0.85
COc1ccc(-c2cc(-c3c(O)c(OC)c4occc4c3OC)[nH]n2)cc1,-2.4
Cc1nc(C(=O)Nc2ccccc2)sc1C1(C)CC(c2cccc([N+](=O)[O-])c2)=NO1 (stereo unspecified),-0.04
CCc1nc(C)ccc1OCC(=O)N(CC)CC,1.5
COCCCn1[nH]c2c3c(ccc2c1=O)C(=O)c1ccccc1C3=O,1.2
CCc1ccccc1NC(=O)N1C2CCCC1CC(NC(=O)C(C)(C)C)C2 (stereo unspecified),0.1
CCN(C(=O)c1cc(Cl)ccc1OC)c1ccccc1C,-2.1
N#Cc1cc2ccccc2nc1SCc1ccccn1,-0.35
Oc1cnc2ccccc2c1CN1CCOCC1,0.014
O=C(CSc1nnc(NC(=O)c2ccco2)s1)NC1CCCC1,0.089
CCOc1ccc(N(CC(=O)O)S(=O)(=O)c2cccnc2)cc1,-0.48
CC(C)(C)c1ccc(C(=O)NNC(=O)Cc2cccc3ccccc23)cc1,-4.2*
CC(C)c1nc(-c2ccccn2)no1,-0.68
CC(C)Cn1c(SC(C)C(=O)Nc2ccc3c(c2)OCCO3)nc2ccccc2c1=O (stereo unspecified),-3
Cc1ccc(-c2cc(C(F)F)n3ncc(C(=O)N4CCN(c5cccc(C)c5C)CC4)c3n2)cc1,-3.1
O=C(NC1CCCC1)c1ccc(CS(=O)(=O)c2ccc(Br)cc2)o1,0.3
CCn1cc(/C=N/NS(=O)(=O)c2ccc(OC)cc2)c(C)n1,0.46
O=c1cc(N2CCN(Cc3ccccc3)CC2)c(-c2ccccc2)n[nH]1,0.12
COc1ccc(C)cc1N(CC(=O)NC1CCCC1)C(=O)CCC(=O)Nc1cc(C)on1,0.046
O=c1c2ccccc2nc(-c2ccc(Cl)cc2Cl)n1CCCn1ccnc1,1.5
O=C(NCCc1ccc(O)cc1)c1ccc(Cl)cc1,-0.079
CCCCc1ccc(NC(=O)C2CCN(S(C)(=O)=O)CC2)cc1,-0.65
O=C(CCOc1ccccc1)NCC(c1ccco1)N1CCCCC1 (stereo unspecified),0.76
Cc1c(C(=O)NCC2CCCO2)sc2nc(-c3ccc(F)cc3)cn12 (stereo unspecified),0.51
O=C(Nc1nc(-c2cccs2)cs1)c1ccc(S(=O)(=O)N2CCCCC2)cc1,-6.1*
C=CCNC(=O)C(=O)NN=C1CCN(C)CC1,0.96
O=C(NCc1cccnc1)C1c2ccccc2C(=O)N1Cc1ccccc1 (stereo unspecified),0.17
COc1ccc(CCNC(=O)CSc2nc(O)c(CCC(C)C)c(=O)[nH]2)cc1OC,1
CCOC(=O)Cc1csc(/C(=N/O)C(N)=O)n1,-1.1
COc1ccc(C2/C=C\CN(S(=O)(=O)c3ccc(C)cc3)[C@H](Cc3ccccc3)C(=O)N2Cc2ccc(F)cc2)cc1 (stereo partly specified),0.026
c1ccc(CCn2nnnc2CN2CCN(C3CCCC3)CC2)cc1,-0.29
COc1ccc(-c2oc3ncn4nc(Cc5ccccc5)nc4c3c2-c2ccc(OC)cc2)cc1,-1.6
O=C(NCc1ccco1)c1ccc(NC(=O)C2COc3ccccc3O2)cc1 (stereo unspecified),-0.85
CC(=O)c1cccc(NC(=O)C2C3C=CC(C4CC34)C2C(=O)O)c1 (stereo unspecified),0.69
COc1ccc(CC(=O)Nc2ccc(/C(C)=N/NC(=O)c3cccc([N+](=O)[O-])c3)cc2)cc1,0.74
CC1CCCN(Cc2nc3c(c(=O)n(C)c(=O)n3C)n2CCc2ccccc2)C1 (stereo unspecified),-2.9
COc1ccc(NC(=O)C2CCCCN2S(=O)(=O)c2ccc(F)cc2)c(OC)c1 (stereo unspecified),-0.24
COc1cc(CC(=O)OCC(=O)Nc2ncc(Cl)cc2Cl)cc(OC)c1OC,-0.68
O=C(CCS(=O)(=O)c1cccc2nonc12)N1CCN(c2ccc(F)cc2)CC1,1.6
Cc1cc(C)nc(N/N=C/c2ccco2)n1,-2.4
COCCn1cc(C(=S)N2CCOCC2)c2ccccc21,1.3
O=C(CCCOc1ccccc1)Nc1ccncc1,0.25
O=C(NCCc1ccncc1)C(F)(F)F,-0.73
CCOC(=O)N1CCC(NC(=O)Cn2cccc2C(=O)c2ccccc2C)CC1,0.016
CCn1c2ccccc2c2cc(/C=N/n3cn[nH]c3=S)ccc21,-0.96
CC(c1ccccc1)N1CCn2c(nc3cc(NC(=O)NC4CCCCC4)ccc32)C1 (stereo unspecified),-1.2
CCCc1nn(-c2ccccc2)c2c1C(c1cccs1)C(C#N)=C(N)O2 (stereo unspecified),0.74
O=C(COc1ccc(Cl)cc1)N1CCCCC1,-0.33
O=C1CC(c2ccc(Cl)cc2)n2nc(NS(=O)(=O)c3ccc(F)cc3)nc2N1 (stereo unspecified),-0.2
COc1cc(NC(=O)CSc2nc(C)cs2)cc(OC)c1,0.22

(further entries)
SMILES,Cav3 T inh
CC(C)(C)C(=O)Nc1cccc(-c2nc3ccccc3[nH]2)c1,-1.3
Cc1cccc(OCC(=O)O/N=C(\N)Cc2cccs2)c1,0.63
COc1ccc(/C=N/n2c(N)nc3ccccc32)cc1OC,0.84
CCOc1ccc(-c2nc(CSc3nnc(N)s3)cs2)cc1,0.21
COc1ccc(CCNC(=O)C(=O)NCC2CCCO2)cc1 (stereo unspecified),-0.024
CCN1CC2=C(OC(N)=C(C#N)C2c2ccccc2)/C(=C\c2ccccc2)C1 (stereo unspecified),-0.84
Cn1c(SCc2ccon2)nc2ccccc2c1=O,-1.3
CCOC(=O)c1cccc(NC(=O)C(C)N2C(=O)c3ccccc3C2=O)c1 (stereo unspecified),0.038
CCN(CC)CCn1nc(C)nc1-c1ccccc1O,0.2
O=C(CCc1nc(-c2ccccc2)no1)NCCc1ccccc1,-0.026
Nc1c(C(=O)Nc2ccc(Br)cc2)sc2nc(-c3ccco3)ccc12,-1
O=C(CN(Cc1ccccc1)C(=O)c1cc2c(s1)CCC2)NCc1cccs1,-4.5*
CCc1ccc(CCC(=O)Nc2nc(CC(C)=O)ns2)o1,-0.54
Cc1ccc(-c2csc3nc4ccc(C(=O)NCCO)cc4c(=O)n23)cc1,-0.067
CC(=O)Nc1cccc(NC(=O)CCn2c(=O)sc3ccccc32)c1,0.0065
CC1(C)C=Cc2c(c3c(c4c(=O)c(-c5ccc(O)cc5)coc24)OC(C)(C)CC3)O1,0.49
COc1ccc(/C(O)=C(\C#N)c2nc3ccccc3n2C)cc1OC,1.6
O=C(NCCSc1c[nH]c2ccccc12)c1ccc(Br)o1,-5*
O=C(CCc1ccc(S(=O)(=O)NCCc2ccccc2)cc1)N1CCN(Cc2ccc3c(c2)OCO3)CC1,-3.8
Cc1ccc(/C=C/C(=O)O)cc1S(=O)(=O)N(CCO)CCO,-0.21

Molecules above that contain a nitro group on carbon, in the order listed:
SMILES,Cav3 T inh
Cc1cc(C)c(S(=O)(=O)N2CCN(c3ccc([N+](=O)[O-])c(-n4nc(C)cc4C)c3)CC2)c(C)c1,-0.36
Cc1nc(C(=O)Nc2ccccc2)sc1C1(C)CC(c2cccc([N+](=O)[O-])c2)=NO1 (stereo unspecified),-0.04
COc1ccc(CC(=O)Nc2ccc(/C(C)=N/NC(=O)c3cccc([N+](=O)[O-])c3)cc2)cc1,0.74

Further structures follow.
SMILES,Cav3 T inh
COC(=O)c1sc2ccccc2c1-n1cccc1C(=O)C(=O)Nc1ccccc1,-4
O=C(c1cc2ccccc2oc1=O)N1CCN(c2ccccn2)CC1,0.12
C=CCn1c(=S)[nH]c2nc3c(cc2c1=O)CCCC3,0.39
CC(=O)c1ccc(NC(=O)N[C@@H](CC(C)C)C(=O)O)cc1,1.1
CCCCn1nc2cc(C(=O)NC3CCCc4ccccc43)ccc2c1OCC (stereo unspecified),-0.96
CCc1cc2c(=O)c(-c3nc4ccccc4n3C)c(C)oc2c(CN2CCN(CCO)CC2)c1O,2
CCCCOc1c(Cl)cc(CNC(C)(C)CO)cc1OCC,0.32
NCc1ccc(S(N)(=O)=O)cc1,-0.54
CCO[C@@H]1OC(C(=O)Nc2ccccc2)=C[C@H](c2ccccc2)[C@H]1CCCO,0.52
Cc1ccc(NS(=O)(=O)c2cccc(C(=O)N3CCOCC3)c2)cc1,0.48
CN(Cc1ccccc1)C(=O)c1cc(-c2ccc(Br)cc2)on1,0.044
c1ccc(Cn2nnc3c(N4CCN(Cc5ccc6c(c5)OCO6)CC4)ncnc32)cc1,-1.6
Cc1ccc(N(CC(=O)NCc2ccncc2)S(C)(=O)=O)cc1,0.63
O=C(CCCOc1ccccc1)Nc1nnc(C2CCCO2)s1 (stereo unspecified),0.0063
CCc1noc(C)c1C(=O)N1CCCC1,0.43
CCCCCc1nnc(NC(=O)Cc2cccs2)s1,-3.5
CCCN1Cc2cccc(C(=O)NCc3ccccc3)c2C1=O,0.81
COc1c2occc2c(OC)c2c(=O)cc(C)oc12,1
CCOC(=O)Cn1cc([N+](=O)[O-])c(OC)n1,0.39
CCOC(=O)N1CCN(c2c(NCCCN(CC)Cc3ccccc3)c(=O)c2=O)CC1,-0.46
CCN(CC)S(=O)(=O)c1ccc(/C(O)=C2/C(=O)C(=O)N(CCOC)C2c2ccccc2)cc1 (stereo unspecified),-0.51
CCCCCNC(=O)CC1Nc2c3ccccc3nc(=S)n2C1=O (stereo unspecified),0.21
O=C(Cn1nc(-c2ccccc2)ccc1=O)NCCN1CCN(c2cccc(Cl)c2)CC1,-3
COc1ccc2c(c1OC)C(=O)OC2Nn1cncn1 (stereo unspecified),-0.94
N#C/C(=C/c1ccc(N2CCOCC2)o1)c1ccc(Br)cc1,-3.4
C=CCSc1nnc2n(CCc3ccccc3)c(=O)c3c4c(sc3n12)COC(C)(C)C4,1.3
c1ccc(CCn2c(C3CC3)nc3ccccc32)cc1,-0.31
Cc1ccc(C2Nc3ccccc3-c3nc4ccccc4n32)o1 (stereo unspecified),-2.4
Nc1cc2c([N+](=O)[O-])cccc2o1,0.75
C#CCSc1nncn1C(=O)/C=C/c1ccccc1,0.55

A portion of the library (hit frequency here may not be typical).
